# CHT PAM: CHT positive allosteric modulators, primary screen, cell-based, membrane potential dye, choline EC20. CHT-expressing cells; stronger effect = higher value; LV-AA mutant CHT in HEK293 cells. B-score at 10 µM. actives 0.49% (n = 310,000);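 active means initial fluorescence not abnormally high and integrated response B-score, plate-corrected, over 3 SD above library mean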
# Target sequence (Q9GZV3 whole entry, looked up): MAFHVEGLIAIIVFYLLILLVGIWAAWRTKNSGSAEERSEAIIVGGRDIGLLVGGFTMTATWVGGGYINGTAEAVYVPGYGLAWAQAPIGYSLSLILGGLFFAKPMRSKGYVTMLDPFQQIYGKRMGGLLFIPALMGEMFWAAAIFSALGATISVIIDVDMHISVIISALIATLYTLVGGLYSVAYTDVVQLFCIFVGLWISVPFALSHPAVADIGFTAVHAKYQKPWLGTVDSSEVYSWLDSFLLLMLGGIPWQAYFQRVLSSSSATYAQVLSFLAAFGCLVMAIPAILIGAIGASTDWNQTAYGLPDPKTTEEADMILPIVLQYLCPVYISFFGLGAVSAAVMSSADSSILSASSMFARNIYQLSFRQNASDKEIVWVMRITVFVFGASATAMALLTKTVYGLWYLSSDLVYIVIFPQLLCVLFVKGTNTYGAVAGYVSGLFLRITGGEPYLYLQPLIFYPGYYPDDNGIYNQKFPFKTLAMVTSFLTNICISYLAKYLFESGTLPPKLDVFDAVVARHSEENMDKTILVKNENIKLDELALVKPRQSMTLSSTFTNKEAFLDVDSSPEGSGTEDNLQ
# CHT inh: inhibitors of human choline transporter CHT; High affinity choline transporter 1 (Homo sapiens), Q9GZV3; actives 0.86% (n = 310,000); B-score at 10 µM; CHT-expressing cells, membrane potential dye, choline response; stronger effect = lower value;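 active means B-score over 3 SD under the library average, and starting fluorescence ratio not unusually high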;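 further: choline stimulus applied at its EC90 after an EC20 pre-addition; B-score computed on integrated fluorescence ratio after choline addition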
# STK33 inh: inhibitors of purified STK33 kinase, primary screen, biochemical, ADP-Glo luminescence, homogeneous, cell-free; Serine/threonine-protein kinase 33 (Homo sapiens), Q9BYT3; MBP phosphorylation; inhibition, % at 10 µM; actives 0.073% (n = 320,000);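 active means inhibition at or above 25%, using the most active replicate where run in duplicate; inactive means inhibition below 25%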
# Target sequence (Q9BYT3 whole entry, looked up): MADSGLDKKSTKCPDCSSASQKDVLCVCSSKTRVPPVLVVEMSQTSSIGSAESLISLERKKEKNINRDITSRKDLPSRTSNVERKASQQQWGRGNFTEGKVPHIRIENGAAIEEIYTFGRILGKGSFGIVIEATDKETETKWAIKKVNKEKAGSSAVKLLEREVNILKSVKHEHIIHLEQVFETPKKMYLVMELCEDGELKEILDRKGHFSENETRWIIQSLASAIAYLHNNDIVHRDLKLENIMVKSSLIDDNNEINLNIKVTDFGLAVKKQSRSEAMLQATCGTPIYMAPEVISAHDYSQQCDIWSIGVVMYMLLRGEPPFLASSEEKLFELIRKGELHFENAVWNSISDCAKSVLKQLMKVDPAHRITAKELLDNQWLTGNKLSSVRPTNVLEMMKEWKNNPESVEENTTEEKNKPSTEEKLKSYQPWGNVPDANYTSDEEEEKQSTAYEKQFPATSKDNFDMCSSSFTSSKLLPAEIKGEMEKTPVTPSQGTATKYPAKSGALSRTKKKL
# Starred values were filed as active, the others as inactive; i = inactive; · = no result given.
canonical_smiles	CHT PAM	STK33 inh	CHT inh
O=C(O)C1CCCCC1C(=O)Nc1cccc(Br)c1 (stereo not given)	i	-0.6	i
COCCNC(=O)c1cnn2c1NC(c1ccco1)CC2C(F)(F)F (stereo not given)	i	0.6	i
CCN(CC)S(=O)(=O)c1ccc(N2CCOCC2)c(NC(=O)C23CC4CC(CC(Cl)(C4)C2)C3)c1	i	-0.1	i
CN(C)C1=NC[C@H](Cc2ccccc2)N1CC1CCCCCC1	i	-0.3	i
NC(=O)[C@@H]1CCCCNc2c(F)cc([N+](=O)[O-])cc2C(=O)N[C@@H](CCCN=C(N)N)C(=O)NCC(=O)N1	i	-0.5	i
CC(C)(C)C(=O)n1nc(-c2ccccc2)oc1=O	i	0.1	i
O=C1/C(=C\c2ccc(O)cc2)SC(=S)N1Cc1ccccc1	i	-0.6	i
COc1ccc(C(=O)NCc2nnc(SCC(=O)NCc3ccc(F)cc3)o2)cc1	i	1.4	i
CCN1C(=O)CC(N2CCN(c3cccc(OC)c3)CC2)C1=O (stereo not given)	i	2.1	i
COc1ccc(N2CC(=O)N(c3ccc(OC)c(OC)c3)CC2=O)cc1OC	i	-1.7	i
Cc1cccc(OCC(=O)NCc2ccncc2)c1C	i	-0.1	i
O=C(CN(CC1CCCO1)C(=O)CNS(=O)(=O)c1ccc(F)cc1)NCc1ccco1 (stereo not given)	i	-0.4	i
O=C(NCCN1CCCc2ccccc21)C1CCC(=O)N(CCc2ccccc2)C1 (stereo not given)	i	-0.5	i
CCOC(=O)CSc1nnc(NC(=O)c2cccc(S(=O)(=O)N3CCCCCC3)c2)s1	i	-1.9	i
CN1CCC(OC(=O)c2cc3cc(Cl)cc(Cl)c3oc2=O)CC1	i	-0.8	i
COC(=O)c1cccc(CN2C(=O)SC(Nc3ccccc3)C2=O)c1 (stereo not given)	i	0.0	i
COc1ccccc1/C=N/NC(=O)CCn1cnc2ccccc21	i	0.7	i
O=C(NCc1ccncc1)C1CCCN(S(=O)(=O)c2cc(Cl)ccc2Cl)C1 (stereo not given)	i	-1.1	i
CN(Cc1ccccc1)S(=O)(=O)c1ccc(NC(=S)NC(=O)C2CCCC2)cc1	i	-1.1	i
C[C@@H]1CCC[C@H](C)N1NC(=O)c1ccc(Cl)c(S(N)(=O)=O)c1	i	-1.5	i
O=C(COc1ccc2ccccc2c1Br)N1CCOCC1	i	0.9	i
COc1ccc(CCNC(=O)c2ccc(CNc3c(N4CCOCC4)c(=O)c3=O)cc2)cc1OC	i	0.2	i
O=C(NCc1ccc2c(c1)OCO2)c1ccc(Cl)c(S(=O)(=O)N2CCOCC2)c1	i	-1.1	i
Fc1ccccc1-n1c(-c2ccc3ccccc3n2)n[nH]c1=S	i	-0.6	i
CC1(c2nnc(-c3ccc(Cl)cc3)o2)CC(c2c(Cl)cccc2Cl)=NO1 (stereo not given)	i	-1.2	i
O=C(Nc1nc2c(F)cccc2s1)c1ccco1	i	0.6	i
O=C(c1cccc(Cl)c1)N1CCC(c2nc3ccccc3[nH]2)CC1	i	-0.9	i
O=C(Nc1ccc(OC(F)(F)F)cc1)c1ccc(S(=O)(=O)N2CCOCC2)o1	i	-1.4	i
O=C(O)CSc1c(O)c2ccccc2[nH]c1=O	i	-2.3	i
CNC(=O)C(=O)NCC1CCCN1S(=O)(=O)c1cccs1 (stereo not given)	i	-0.6	i
CC(C)c1nnc(NC(=O)C2CCN(C(=O)Nc3ccccc3)CC2)s1	i	0.1	i
COc1ccc(-c2cn(-c3ccccc3)nc2C(=O)O)cc1OC	i	-0.3	i
CCN(CC(=O)Nc1c(F)cccc1F)C(=O)Cc1ccc2c(c1)CCC2	i	-0.4	i
Cc1ccc(S(=O)(=O)N2CCOCC2)cc1C(=O)NC1CCSc2ccccc21 (stereo not given)	i	-1.6	i
CCOc1ccc(N2C(=O)CC(NCC#N)C2=O)cc1 (stereo not given)	i	1.7	i
Cc1ccccc1NC(=O)Cc1nc(COC(=O)c2cccc([N+](=O)[O-])c2)cs1	i	-1.6	i
COc1ccc(OC)c2[nH]c(C(=O)N/N=C/c3ccccc3O)cc12	i	-0.6	i
Cc1ccc(NC(=S)N(Cc2cccc(Br)c2)CC2CCC(C(=O)O)CC2)cc1Cl (stereo not given)	i	-2.5	i
CCOc1cc(C(=O)NCC(=O)N/N=C/c2sccc2C)cc(OCC)c1OCC	i	-0.6	i
O=C(Nc1nc(-c2cc3ccccc3oc2=O)cs1)c1ccco1	i	-0.2	i
CCOC(=O)c1nn(-c2ccc(F)cc2)c(-c2ccccc2)c1C(=O)c1ccccc1	i	0.1	i
CC1CCCC(C)N1C(=O)CSc1nnnn1Cc1ccccc1 (stereo not given)	i	-1.3	i
COc1ccc2c(c1)c(C(=O)N/N=C/c1ccc(Cl)cc1)c(C)n2C	i	-1.0	i
CN1CCN(CCCNC(=O)CCCOc2cc(=O)n(C)c3ccccc23)CC1	i	-0.5	i
CC(NC(=O)C(C)(C)C)c1nc2ccccc2n1C (stereo not given)	i	-1.6	i
COc1cc(/C=N/N=C(/N)c2nonc2N)cc(Br)c1OCc1ccccc1C	i	-2.1	i
C=CCSc1nnc2c(n1)OC(c1cccnc1)Nc1ccccc1-2 (stereo not given)	i	-2.2	i
Cc1[nH]nc2cn[nH]c12	i	5.7	i
O=C(NCC(c1ccco1)N1CCOCC1)c1c(F)cccc1F (stereo not given)	i	-1.1	i
Cc1ccccc1NS(=O)(=O)c1ccc(OCC(=O)N2CCCC2)cc1	i	-2.2	i
Cc1onc(-c2ccccc2)c1C(=O)Nc1ccc(N2CCOCC2)cc1	i	-2.4	i
COc1ccccc1Nc1nnc(SCC(=O)Nc2nc(-c3ccc(F)cc3)cs2)s1	i	-1.2	i
Nc1cccc(C(=O)OCC(=O)Nc2cccc3c2C(=O)c2ccccc2C3=O)c1	i	1.2	i
CN(Cc1c(O)ccc2c1oc(=O)c1ccccc12)C1CCCCC1	i	12	i
O=[N+]([O-])c1ccc2nc(-c3ccccn3)[nH]c2c1	i	-0.7	i
COc1ccccc1N1CCN(C(=O)CCc2nnc3ccc(N4CCOCC4)nn23)CC1	i	0.4	i
C/C(=C\C(=S)Nc1ccccc1)Nc1ccccc1	i	-0.9	i
O=C(NCCCn1ccnc1)c1ccc(Br)c(S(=O)(=O)N2CCOCC2)c1	i	0.3	i
CCCCCCCN1N=C(C)C(C(=O)c2ccccc2)C1=O (stereo not given)	i	-1.0	i
CCCCOCCCn1cnc2c([nH]c3cc(OC)ccc32)c1=O	i	-0.1	i

# Remaining list, next part.
canonical_smiles	CHT PAM	STK33 inh	CHT inh
O=C1CSC(c2ccncc2)N1Cc1ccccc1 (stereo not given)	i	-3.8	i
Cc1cc(C)nc(SCCC(=O)Nc2ccccc2C)n1	i	-2.1	i
COC(=O)c1c(NC(=O)CCCC(=O)O)sc2c1CCCCC2	i	-0.5	i
Cc1nc(-c2ccccn2)nc(N2CCOCC2)c1Cl	i	-1.2	i
CC(=O)Nc1ccc(Nc2nc3ccccc3n3cnnc23)cc1	i	0.6	i
CN(Cc1ccccc1NCC(=O)Nc1ccccc1C#N)C1CCCCC1	i	-0.4	i
CCCSc1nc(C)c(CC(=O)OCC)c(=O)[nH]1	i	-4.4	i
Cn1c(N)c(C(=O)COC(=O)CCCOc2ccc(Cl)cc2Cl)c(=O)n(C)c1=O	i	-2.4	i
CC(NC(=S)Nc1ccc(F)cc1)C(c1cccs1)N1CCOCC1 (stereo not given)	i	-0.2	i
CC(C)c1ccc(/C=C2\C(=N)N3N=C(CC(=O)N4CCCCC4)SC3=NC2=O)cc1	i	-1.0	i
OCC[C@H]1C[C@@H](O)[C@H](O)[C@]2(OCCc3ccccc32)O1	i	-1.1	i
Fc1ccc(OCc2nn3c(Cn4nnc5ccccc54)nnc3s2)cc1	i	-0.7	i
O=C(CC(Nc1ccccc1Cl)C(=O)OCC(=O)c1cccs1)c1ccccc1 (stereo not given)	i	-2.4	i
CC(=O)NC1Sc2ccccc2N=C1c1ccccc1 (stereo not given)	i	1.5	i
CCOc1cccc(C(=O)Nc2nc(-c3ccc(S(=O)(=O)N4CCOCC4)cc3)cs2)c1	i	-1.6	i
COc1ccc(CNC(=O)C(C)NC(=O)c2cc3ccccc3o2)cc1 (stereo not given)	i	·	i
COc1ccc(-c2noc(CNC(=O)CCCN3C(=O)[C@H]4CC=CC[C@H]4C3=O)n2)cc1	i	-0.7	i
Cc1cc(C)c(C)c(N=Nc2nc3ccccc3n2C)c1C	i	-0.4	i
O=C1c2ccccc2C(=O)N1C/C=C/c1ccccc1	i	-1.4	i
CC(=O)c1cc(NC(=O)c2cccc(C(F)(F)F)c2)c(=O)oc1C	i	0.3	i
O=C(NC1CC1)C1=C[C@H](C2CC2)C[C@H](OCCCCO)O1	i	-1.2	i
Cc1noc(NS(=O)(=O)c2ccc(NC(=O)c3cnc4scc(C)n4c3=O)cc2)c1C	i	-0.5	i
Cc1ccc(S(=O)(=O)N(C)C)cc1NC(=O)COC(=O)CCC(=O)c1cccs1	i	-1.0	i
Cc1ccc(NC(=O)Nc2cccc(C)n2)c(C)c1	i	-1.0	i
O=[N+]([O-])c1cccc(/C=N/Nc2nnc(-c3ccccc3)c(-c3ccccc3)n2)c1	i	-1.4	i
COc1ccc(NC(=O)CN(C)C(=O)CNC(=O)Cc2cccc3ccccc23)cc1	i	0.4	i
O=C(N=C1c2ccccc2CN1c1ccc(F)c(F)c1)c1cccnc1	i	-1.0	i
Nn1c(Cc2ccccc2F)nnc1SCC(=O)N1CC(=O)Nc2ccccc21	i	1.6	i
C=CCn1c(SCC(=O)N2CCOCC2)nc(O)cc1=O	i	-1.5	i
COc1ccc2c(c1)[N+](C)(C)C(C)(C)C=C2C	i	·	i

# Arranged by value in STK33 inh (ascending): some entries from above
SMILES | STK33 inh
O=C1c2ccccc2C(=O)N1C/C=C/c1ccccc1 | -1.4
O=C(NC1CC1)C1=C[C@H](C2CC2)C[C@H](OCCCCO)O1 | -1.2
Cc1ccc(S(=O)(=O)N(C)C)cc1NC(=O)COC(=O)CCC(=O)c1cccs1 | -1.0
COc1ccc(-c2noc(CNC(=O)CCCN3C(=O)[C@H]4CC=CC[C@H]4C3=O)n2)cc1 | -0.7
Cc1noc(NS(=O)(=O)c2ccc(NC(=O)c3cnc4scc(C)n4c3=O)cc2)c1C | -0.5
COc1ccc(NC(=O)CN(C)C(=O)CNC(=O)Cc2cccc3ccccc23)cc1 | 0.4

# Additional records
canonical_smiles	CHT PAM	STK33 inh	CHT inh
Cc1cccc(C)c1NC(=O)CCCSc1nnc(-c2ccc(F)cc2)n1-c1ccccc1	i	0.3	i
CCCn1c(SCc2ccccc2)nc2c1c(=O)[nH]c(=O)n2C	i	-1.3	i
CC(=O)Nc1ccc(C(=O)CSc2nnnn2C)cc1	i	-1.4	i
COc1ccc(/C=C2\SC(=S)N(CCC(=O)NC3C=CS(=O)(=O)C3)C2=O)cc1 (stereo not given)	i	1.3	i
O=C(CC(=O)N/N=C/c1c(Cl)cccc1Cl)NCc1cccnc1	i	0.2	i
Cc1cc(C)cc(NC(=O)COC(=O)[C@@H](NC(=O)c2ccco2)C(C)C)c1	i	-1.2	i
COC(=O)c1c(C(=O)OC)c2cccc3cc(-c4ccccc4)c4ccc1c4n32	i	1.7	i
Cc1c(C#N)c(=O)oc2ccc3ccccc3c12	i	-0.6	i
Cc1c(C(=O)N2CCN(c3ncccn3)CC2)oc2c(Cl)cccc12	i	0.7	i
O=C(NCc1ccc(Cl)cc1)C(=O)NCC(c1cccnc1)N1CCN(c2ccc(F)cc2)CC1 (stereo not given)	i	-0.7	i
Cc1ccc(C(=O)NC(C)c2ccc(-n3ccnc3)cc2)c(C)c1 (stereo not given)	i	-2.0	i
NC1=NC2(CCN(Cc3ccccc3)CC2)n2c(nc3ccccc32)N1	i	-2.2	i
CCOCCCNC(=O)c1cc(Sc2ccc(F)cc2)nc2ccccc12	i	0.4	i
CCCC(=O)N(CCN1CCOCC1)c1nc2c(F)cc(F)cc2s1	i	2.6	i
CCOc1ccccc1CNC(=O)c1cc2oc3ccccc3c2n1C	i	1.0	i

# Given as labelled records: entries from further up.
> COC(=O)c1c(C(=O)OC)c2cccc3cc(-c4ccccc4)c4ccc1c4n32
  CHT PAM: i; STK33 inh: 1.7; CHT inh: i

> CCCn1c(SCc2ccccc2)nc2c1c(=O)[nH]c(=O)n2C
  CHT PAM: i; STK33 inh: -1.3; CHT inh: i

> CCCC(=O)N(CCN1CCOCC1)c1nc2c(F)cc(F)cc2s1
  CHT PAM: i; STK33 inh: 2.6; CHT inh: i

# Later entries
canonical_smiles	CHT PAM	STK33 inh	CHT inh
CN(CCc1ccccn1)C(=O)CCc1nnc(CCCc2ccccc2)o1	i	2.7	i
COc1c2ccoc2cc2oc(C)cc(=O)c12	i	-0.5	i
Brc1ccc(-c2csc(N3CCC(c4ccccc4)C3)n2)cc1 (stereo not given)	i	-0.2	i
O=c1cc(CCl)nc(Cc2c(Cl)cccc2Cl)[nH]1	i	1.3	i
Cc1cc(OCC(=O)C(C)(C)C)c2c(-c3ccccc3)cc(=O)oc2c1	i	0.2	i
CCN(CC)C(=O)Cn1cc(S(=O)(=O)CC(=O)Nc2ccccc2C)c2ccccc21	i	-1.1	i
Cc1cc(-n2nnc3ccccc32)nc2ccccc12	i	-0.1	i
CC(=O)Nc1ccc(C(=O)NCCCOC(C)C)cc1	i	0.2	i
COc1ccc(OC(=O)COc2ccc(C)cc2)cc1	i	-0.8	i
COc1cccc(OC)c1C(=O)Nc1sc2c(c1C#N)CCC2	i	-2.0	i

# High-throughput results from PubChem BioAssay.
